PTHR1 agonist – qHTS for PTHR1 Agonists: Primary Screen. Parathyroid hormone/parathyroid hormone-related peptide receptor (Homo sapiens), Q03431. HEK293 GP2 PTHR1 cells, GloSensor cAMP luminescence, 1 h. Potency, µM (top dose mostly 115 µM), for the others: at the top dose activation, hits mostly activators. 410,000 tested, 0.075% active; further: potency means the concentration at half of the fitted maximal effect; nearly all actives have a fitted effect of over 55% in size; some results filed as inactive show a strong effect at the top dose; inactives centre near -15; many of its hits are not listed in these tables
Target sequence (Q03431 whole entry, looked up): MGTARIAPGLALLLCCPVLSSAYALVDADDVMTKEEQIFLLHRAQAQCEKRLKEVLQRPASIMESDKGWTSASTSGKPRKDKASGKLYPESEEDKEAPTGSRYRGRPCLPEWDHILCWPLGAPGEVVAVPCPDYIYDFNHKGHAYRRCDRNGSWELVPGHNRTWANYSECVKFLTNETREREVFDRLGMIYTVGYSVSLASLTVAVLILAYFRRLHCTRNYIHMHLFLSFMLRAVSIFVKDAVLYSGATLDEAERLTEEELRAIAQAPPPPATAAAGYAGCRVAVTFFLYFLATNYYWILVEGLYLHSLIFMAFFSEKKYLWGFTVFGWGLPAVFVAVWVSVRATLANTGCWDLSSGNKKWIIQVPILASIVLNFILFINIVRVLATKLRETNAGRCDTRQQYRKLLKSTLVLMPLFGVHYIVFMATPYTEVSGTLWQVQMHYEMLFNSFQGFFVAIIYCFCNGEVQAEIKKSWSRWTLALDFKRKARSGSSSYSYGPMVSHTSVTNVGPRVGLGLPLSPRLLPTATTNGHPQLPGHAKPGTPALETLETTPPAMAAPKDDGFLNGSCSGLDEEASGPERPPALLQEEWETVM
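HEK-293-derived GP2 cells expressing PTHR1 and a GloSensor cAMP reporter, 3,000/well, plated overnight, given luciferin plus IBMX (each 0.5 mM as added) for 1 h at 37 °C, then compound for 1 h at 37 °C. Luminescence was read after 15 min at room temperature.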
HEK293 tox – qHTS of GLP-1 Receptor Inverse Agonists: Cytotox Screen. HEK293 cAMP-luciferase reporter cells, luminescence, 24 h. Potency, µM (top dose mostly 38.3 µM), for the others: at the highest dose activity change, negative = inhibition, actives largely listed as inhibitors. 410,000 tested, 0.13% active. AID 624418, 2012;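 further: loss of luciferase light is scored as toxicity; potency means the concentration at half of the fitted maximal effect; on the % scale 0 is the no-effect control and ±100 the full control effect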
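A 23 nL compound transfer followed 12 hours of cell culture at 37 deg C; exposure then lasted 24 hr. Luciferase assay detection reagent was dispensed and plates read for luminescence after a 12 min room-temperature wait.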
MmCpn inh – Inhibitors of TCP-1 ring complex (TRiC) of Methanococcus maripaludis (MmCpn): qHTS. Chaperonin Mm-Cpn (Methanococcus maripaludis). purified Mm-Cpn ATPase, ADP Transcreener TR-FRET. Potency, µM (doses to about 76.9 µM), for inactives: top-dose activity, negative = inhibition, most hits filed as inhibitors. 330,000 tested, 0.031% active. AID 504842, 2011; further: potency means the concentration at half of the fitted maximal effect; on the % scale 0 is the no-effect control and ±100 the full control effect; nearly all actives have a fitted effect of over 80% in size
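Eu-cryptate anti-ADP/ADP-d2 competition gives a ratio inversely related to ADP. Enzyme at 25 nM was pre-exposed to compound for 10 min, then given 10 uM ATP for 30 min, 37°C throughout.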
FUS suppressor – qHTS for Suppressors of FUS Proteinopathy: Primary screen using FUS-linked yeast assay | Potency, µM (titrated, usually from 76.6 µM), for inactives: at the highest dose growth rescue (activation), most hits filed as activators | S. cerevisiae FUS-expressing, growth rescue, OD600, 24 h | AID 1347120, 2019 | 390,000 tested, 0.24% active;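 further: potency means the concentration at half of the fitted maximal effect; plate controls were DMSO vehicle for no effect and reference control for full effect; nearly all actives have a fitted effect of over 55% in size; some results filed as inactive show a strong effect at the top dose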
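Restored growth of FUS-toxic S. cerevisiae, read as 600 nm absorbance after 24 h at 30C in galactose medium (starting OD 0.005). Controls CP55940 and DMSO.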
Akt phos inh – HTS Assay for Inhibitors of Akt Phophorylation: Primary Screen. 360,000 tested, 0.32% active. activity change, % for hits at 50 µM. Neuro2A IGF-stimulated pAkt S473 HTRF, 20 min; stronger effect = lower value; in the data active means activity change below about -80%; inconclusive means mostly about -51% to -80%; further: on the % scale 0 is the no-effect control and ±100 the full control effect
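Single-point screen (50 µM final compound) in Neuro2A cells stimulated 20 min with 6 nM IGF at 37 deg C. After lysis, Ser473-phosphorylated Akt read by HTRF (ex 330 nm, em 615/665 nm) as the 665/615 ratio.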
TDP-43 yeast inh – qHTS of TDP-43 Inhibitors; AID 652104, 2013; 410,000 tested, 1.8% active; TDP-43 expressing yeast growth rescue, BacTiter-Glo, 24 h; Potency, µM (highest dose often 46.1 µM), for the others: at the highest dose growth rescue (activation), usual class: activators; further: potency means the concentration at half of the fitted maximal effect; % of control where 0% means no effect; nearly all actives have a fitted effect of over 50% in size
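Luminescence from BacTiter-Glo reports growth of TDP-43-expressing yeast after 24 hr at 30 deg C with compound. Cells were raffinose-pregrown to mid-log, then seeded in galactose medium at OD600=0.02.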
GLP1R inv ag – qHTS of GLP-1 Receptor Inverse Agonists (Inhibition Mode). Glucagon-like peptide 1 receptor (Homo sapiens), P43220. AID 624417, 2012. HEK293 GLP-1R CRE-luciferase, luminescence, 24 h; GLP-1R form is constitutively active. Potency, µM (top dose mostly 38.3 µM), inactives show at the top dose activity change, negative = inhibition, most hits filed as inhibitors. 410,000 tested, 1.6% active; further: potency means the concentration at half of the fitted maximal effect; on the % scale 0 is the no-effect control and ±100 the full control effect; nearly all actives have a fitted effect of over 55% in size
Target sequence (P43220 whole entry, looked up): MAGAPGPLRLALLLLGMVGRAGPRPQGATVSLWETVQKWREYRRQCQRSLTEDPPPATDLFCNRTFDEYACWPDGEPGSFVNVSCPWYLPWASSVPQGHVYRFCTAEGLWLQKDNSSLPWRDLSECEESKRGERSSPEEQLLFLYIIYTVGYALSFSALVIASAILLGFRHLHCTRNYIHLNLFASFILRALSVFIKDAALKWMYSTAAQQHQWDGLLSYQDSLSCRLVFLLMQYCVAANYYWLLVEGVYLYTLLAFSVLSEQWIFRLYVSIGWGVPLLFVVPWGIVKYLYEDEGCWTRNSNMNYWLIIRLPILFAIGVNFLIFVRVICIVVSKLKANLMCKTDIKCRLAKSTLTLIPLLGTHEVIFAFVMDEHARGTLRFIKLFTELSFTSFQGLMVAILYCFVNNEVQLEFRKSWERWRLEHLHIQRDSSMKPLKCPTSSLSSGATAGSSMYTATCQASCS
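Cells are plated, allowed 12 hours at 37 deg C, then treated with compounds for 24 hr before luciferase detection reagent is added and luminescence is read after 12 min at room temperature. The HEK293 line carries constitutively active GLP-1R with a cAMP-responsive reporter.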
aSyn yeast inh – qHTS of alpha-syn Inhibitors | Yeast expressing alpha-synuclein, growth rescue, BacTiter-Glo, 24 h | Potency, µM (top dose mostly 46.1 µM), without a hit: top-dose growth rescue (activation), hits mostly activators | 370,000 tested, 0.14% active; further: potency means the concentration at half of the fitted maximal effect; % of control where 0% means no effect; nearly all actives have a fitted effect of over 65% in size
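Rescue of yeast growth: cells expressing toxic alpha-synuclein, induced in galactose at OD600 0.02, incubated with compound 24 h at 30 C. ATP luminescence quantified growth; inhibitors of toxicity appear as activators.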
Abeta yeast res – qHTS for compounds that reverse cellular toxicity of Amyloid beta (A-beta) peptide in yeast: Primary Screen. AID 1347071, 2019. Potency, µM (top dose mostly 46.1 µM), for inactives: at the highest dose growth rescue, hits mostly activators. yeast expressing A-beta42, growth rescue, OD600, 48 h; response scale: 0% DMSO, 100% iron-clioquinol control. 410,000 tested, 0.063% active; further: potency means the concentration at half of the fitted maximal effect; nearly all actives have a fitted effect of over 55% in size
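Yeast growth medium received pinned compounds, then yeast cells expressing toxic A-beta were added; plates incubated at 30 C for 48 hr. Growth read as absorbance at 600 nm, normalized to DMSO and equimolar FeCl3 plus clioquinol controls.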
* marks the source's active call; other numbers are inactive results; i = inactive; ? = inconclusive; . = no result given; & = joins results of further samples; [ ] = remark or other dose. Unless noted, the call rests on the fitted dose curve; in most records, active means well fitted curve in the direction sought with a large enough effect; inconclusive means small, poorly fitted or top-dose-only effect, or another doubt; inactive means no such curve, though single readings can be large; an effect the other way counts as inactive or inconclusive. These rows are one share of the data; rates above refer to the full screens.

Order of values – PTHR1 agonist | HEK293 tox | MmCpn inh | FUS suppressor | Akt phos inh | TDP-43 yeast inh | GLP1R inv ag | aSyn yeast inh | Abeta yeast res
CSc1ncc(Cl)c(C(=O)O)n1 (tested in a mixture with another compound)
  i | -1% | -1% | -22% | i | 3% | -12% | 3% | 3%
O=C(c1ccc(CS(=O)(=O)c2ccccc2)o1)N1CCC2(CC1)OCCO2
  i | 2% | 1% | 19% | i | 16% | -7% | 2% | 7%
CSc1nc(N)c(N=Nc2ccc([As](=O)(O)O)cc2)c(=O)[nH]1
  -25% | -21% | 2% | 3% | i | 10% | 9% | 1% | -3%
C=CCN1C(=O)/C(=C/c2cc(C)n(-c3cccnc3)c2C)C(=O)NC1=S
  -37%[inhibitor] | -3% | -1% | . | i | 8% | 8% | 10% | 5%
CC(Cc1ccccc1)NC(=O)NC(C)Cc1ccccc1 (stereo unspecified)
  -17%[57.5 µM] | -12% | 1% | -2% | i | 4% | ? | 1% | 10%
C[C@H]1[C@@H](OS(=O)(=O)O)C[C@@H]2C[C@H]([C@@H](O)c3cc(=O)[nH]c(=O)[nH]3)NC3=NC[C@H]1N32
  -16% | . | . | -24% | i | 17% | 2.5µM* | 0% | -22%
CCOc1ccccc1N1C(=O)NC(=O)/C(=C/c2ccc3c4c(cccc24)CC3)C1=O
  -29%[57.5 µM] | -1% | 1% | 59% | i | -17% | -16% | 10% | -33%
COc1ccc(CNC(=O)CCC(=O)N2C[C@H]3C[C@H](C2)c2cccc(=O)n2C3)cc1OC
  -1% | 5% | 0% | -26% | i | 16% | 12% | 3% | -8%
COC(=O)C1(C(=O)OC)C[C@H](c2ccc(OC)cc2)N(Cc2ccccc2OC)[C@@H]1c1cccs1
  -14%&-28% | 1%&-1% | . | 24%&22% | i | 10%&0% | 10µM* | 2%&5% | 4%&4%
O=c1cccc2n1CC1CC2CN(c2nc(N3CCCCC3)nc(N3CCCCC3)n2)C1 (stereo unspecified)
  i | -5% | 1% | 15% | i | . | 4% | -1% | 9%
O=C(O)/C=C\C(=O)Nc1ccc(Oc2ccc(Br)cc2)cc1
  -18% | -17% | -2% | 24% | i | -11% | ? | -20% | -1%
CC1(C)NC(=S)C(C)(C)N1N=O
  i | -15% | . | -5% | i | -2% | -6% | 6% | 16%
CCCCOc1ccc(CN2CCN(CCO)CC2)cc1
  -2%[57.5 µM] | -13% | 1% | 7% | i | -17% | -5% | 3% | -12%
OCC1CO1 (stereo unspecified)
  -30% | -8% | 1% | -43% | i | 10% | -5% | 7% | -13%
CCc1ccc2nc(N(CCCN(C)C)C(=O)c3ccc4c(c3)OCCO4)sc2c1
  ? | ? | -1% | 14% | i | -8% | ? | -1% | 12%
O=c1[nH]c(=O)n(Cc2ccc(F)cc2)c(O)c1C=NCCCO
  i | 8% | 0% | 12% | i | -10% | 11% | -1% | 10%
CC(C)n1cc(C(=O)N(CC(=O)NC2CCCC2)Cc2ccccc2)cn1
  i | -1% | 0% | 19% | i | 14% | 2% | 0% | 8%
O=C(c1cc2nc(-c3ccccc3)cc(-c3ccccc3)n2n1)N1CCC2(CC1)OCCO2
  -8% | 121%[activator] | -2% | ? | i | 13% | ? | -1% | -7%
C[C@@H]1CN([C@H](C)CO)C(=O)c2c(c3ccccc3n2C)-c2ccccc2CO[C@H]1CN(C)C(=O)Cc1ccccc1
  i | -8% | . | ? | i | 23% | ? | 13% | -21%
Oc1c(Br)cc(Br)cc1Br
  -20% | -2% | -1% | -14% | i | ? | -15% | -4% | -62%[inhibitor]
CN(C)C(=O)Oc1ccc2oc(=O)cc(-c3cc4ccccc4o3)c2c1
  -4% | 26% | -3% | 14% | i | -8% | 46%[activator] | -7% | -3%
CCCN1CCc2cc(O)cc3c2[C@H]1Cc1ccc(O)c(O)c1-3
  -25% | -24% | . | -22% | i | 18% | 5% | 1%&-5%&9% | 0%
O=C(c1cn(Cc2ccccc2F)c2ncccc12)C(F)(F)F
  -13% | 18% | -1% | 10% | i | ? | ? | -17% | 18%
CC1CC(C)CN(S(=O)(=O)c2ccc3c(c2)oc(=O)n3CC(=O)N(C)Cc2ccccc2)C1 (stereo unspecified)
  -22% | 1% | 0% | 14% | i | ? | ? | -3% | 1%
C=CCN1CC[C@]23c4c5ccc(O)c4OC2C(O)C=CC3[C@H]1C5 (stereo partly specified)
  -46%[inhibitor] | -1% | -2% | -30% | i | 18% | -7% | -14% | -22%
c1ccc2nc(N3CCNCC3)ccc2c1
  -11% | -8%&-9% | -1% | -24%&-30% | i | 3%&24% | ? | 3%&2% | 2%&2%
COC(=O)C1=C(c2ccc(F)cc2OCc2ccccc2)C[C@@H]2CC[C@H]1N2C(=O)NCCOc1ccc(OC)cc1
  i | -2% | -2% | ? | i | 4% | ? | -4% | -10%
Nc1ccccc1N=Cc1c(O)n(CCC2=CCCCC2)c(=O)[nH]c1=O
  i | 17% | -1% | 10% | -115%* | -10% | 4% | 0% | 17%
C[C@@H]1CN([C@H](C)CO)C(=O)CCCn2nncc2CO[C@@H]1CN(C)C(=O)Oc1cccc2ccccc12
  -23% | -7% | . | 8% | i | 15% | 5% | -3% | 1%
CCOc1ccc2oc(C(=O)NN3C(C)CCCC3C)c(C)c2c1 (stereo unspecified)
  i | -2%[0.307 µM] | -5% | 3% | i | 0% | 1%[0.307 µM] | 2% | -13%

(continued)
mol	PTHR1 agonist	HEK293 tox	MmCpn inh	FUS suppressor	Akt phos inh	TDP-43 yeast inh	GLP1R inv ag	aSyn yeast inh	Abeta yeast res
CN(C)C(=O)Oc1ccc2c(c1)O/C(=C\c1cccc([N+](=O)[O-])c1)C2=O	i	0%	1%	-17%	i	18%	22%	-2%	-6%
S=P1(Oc2ccccc2)Nc2ccccc2N1	-1%	0%	.	7%	i	5%	27%	4%	26%
CCc1ccc(-c2nn(Cc3ccccc3)cc2C=O)cc1	-18%	-8%	5%	30%	i	-35%[inhibitor]	?	-4%	-21%
CC(C)C(=O)Nc1ccc([N+](=O)[O-])c(C(F)(F)F)c1	-10%	4%	1%	-35%	i	24%	-3%	0%&-19%&-31%	-15%
COC(=O)C(C)Oc1cc(C)cc2oc(=O)c3c(c12)CCCC3 (stereo unspecified)	-6%[57.5 µM]	-11%	.	25%	i	5%	30%[activator]	-7%	-40%
O=C(C1CCN(S(=O)(=O)c2ccc(Br)s2)CC1)N1CCN(c2ccc(F)cc2)CC1	-18%	-2%	.	-20%	.	?	19%	.	-5%
Cc1cc(/C=C2\C(=O)NC(=S)N(C)C2=O)c(C)n1C1CCCCC1	-20%	5%	-8%	.	i	-16%	19%	-4%	-8%
CN1C(=O)/C(=C\c2ccc(N3CCCCC3)o2)C(=O)NC1=S	-80%[inhibitor]	-24%	0%	10%	i	5%	49%[activator]	-6%	0%
C=CCN1C(=O)NC(=O)/C(=C/c2cccn2C)C1=O	-4%[57.5 µM]	-19%	1%	-2%	i	-5%	0%	1%	7%
CN1C(=O)N(C)C(=O)C2(Cc3cc([N+](=O)[O-])ccc3N3CCN(C(=O)c4ccccc4)CC32)C1=O (stereo unspecified)	i	1%	-4%	31%	i	7%	1%	11%	5%
COc1ccc(N2C(=O)NC(=O)/C(=C/c3cccc(OC(=O)c4cccs4)c3)C2=O)cc1Cl	i	-19%	-2%	.	i	5%	-7%	0%	27%
CC(C(=O)O)c1ccc(-c2ccccc2)c(F)c1 (stereo unspecified)	-1%&-6%	-10%&10%	-3%[15.4 µM]	0%&-33%	i	16µM*	11%&3%	-12%&-11%	-27%&-22%
C[C@]12CC[C@@H](O)CC1=CCC1C2CC[C@@]2(C)C1CC[C@@H]2N (stereo partly specified)	i	-14%	1%	18%	i	-16%	11µM*	-2%	11%
CCOC(=O)N(c1ccccc1)P1(=S)OCCO1	i	78%[activator]	1%	-5%	-110%*	-7%	2%	-11%	9%

Complete entries from above.
O=C(C1CCN(S(=O)(=O)c2ccc(Br)s2)CC1)N1CCN(c2ccc(F)cc2)CC1 reads PTHR1 agonist = -18%; HEK293 tox = -2%; MmCpn inh = .; FUS suppressor = -20%; Akt phos inh = .; TDP-43 yeast inh = ?; GLP1R inv ag = 19%; aSyn yeast inh = .; Abeta yeast res = -5%
C=CCN1C(=O)NC(=O)/C(=C/c2cccn2C)C1=O reads PTHR1 agonist = -4%[57.5 µM]; HEK293 tox = -19%; MmCpn inh = 1%; FUS suppressor = -2%; Akt phos inh = i; TDP-43 yeast inh = -5%; GLP1R inv ag = 0%; aSyn yeast inh = 1%; Abeta yeast res = 7%
